Screening data from PubChem BioAssay.
GALK inhibitor = qHTS Assay for Inhibitors of Human Galactokinase (GALK); P51570; Purified GALK, Kinase-Glo residual ATP luminescence; Potency, µM (series often up to 57.5 µM), for the others: at the highest dose activity change, negative = inhibition, actives largely listed as inhibitors; hit rate 0.007% among 270,000; further: potency means the concentration at half of the fitted maximal effect
Target sequence (P51570 whole entry, looked up): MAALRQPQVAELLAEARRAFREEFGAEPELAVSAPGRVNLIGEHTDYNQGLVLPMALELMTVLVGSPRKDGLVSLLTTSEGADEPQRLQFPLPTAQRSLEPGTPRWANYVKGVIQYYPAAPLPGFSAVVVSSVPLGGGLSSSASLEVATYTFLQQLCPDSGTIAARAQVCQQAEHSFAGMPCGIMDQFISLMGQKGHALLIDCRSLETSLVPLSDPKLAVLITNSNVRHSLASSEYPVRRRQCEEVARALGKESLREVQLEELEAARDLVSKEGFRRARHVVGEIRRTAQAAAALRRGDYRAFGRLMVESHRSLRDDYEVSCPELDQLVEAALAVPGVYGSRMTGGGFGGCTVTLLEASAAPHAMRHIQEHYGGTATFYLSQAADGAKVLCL
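Compounds were pin-transferred into ATP buffer (35 uM final), then GALK plus galactose (5 nM, 100 uM final) was added. After 1 h at room temperature, Kinase-Glo Plus was added and luminescence read after 10 min.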
Eya2 phos inh = qHTS Assay for Inhibitors of the Phosphatase Activity of Eya2 | recombinant Eya2, OMFP fluorescence dephosphorylation (OMFP is methylfluorescein phosphate) | Potency, µM (series often up to 76.9 µM), for inactives: at the top dose activity, negative = inhibition, hits mostly inhibitors | hit rate 0.006% among 330,000; further: potency means the concentration at half of the fitted maximal effect
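Eya2 protein (added as 0.2 uM solution) was preincubated with compound for 10 min at ambient temperature in 50 mM HEPES pH 7.5, 50 mM NaCl, 5 uM MgCl2, 0.05% BSA, 1 mM DTT. OMFP (added at 50 uM) then reacted 10 min; fluorescence read at 485/525 nm.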
PKM2 act = qHTS Assay for Activators of Human Muscle isoform 2 Pyruvate Kinase. Pyruvate kinase PKM (Homo sapiens), P14618. purified PKM2, Kinase-Glo ATP luminescence, activation; response scale: 0% is enzyme alone, no compound. Potency, µM (titrated, usually from 57.5 µM), inactives show top-dose activation, hits mostly activators. hit rate 0.34% among 260,000. AID 1631, 2009; further: potency means the concentration at half of the fitted maximal effect; nearly all actives have a fitted effect of over 55% in size
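Kinase-Glo luminescence reports ATP generated from ADP (0.1 mM) and PEP (0.5 mM) by purified hPK-M2 after 1 h at room temperature, pH 7.2 imidazole buffer; intermediate enzyme activity allows detecting inhibitors and activators.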
BCR signal inh = qHTS Assay to Find Inhibitors of Chronic Active B-Cell Receptor Signaling | ABC-DLBCL IkBa-CBG/CBR reporter, luminescence ratio, 4 h | hit rate 0.05% among 340,000 | Potency, µM (highest dose often 46.1 µM), without a hit: at the highest dose ratio change, negative = lower green/red ratio, hits mostly inhibitors; active means well fitted inhibition curve with a large enough effect in the signal ratio, with a control signal flat, not every such curve was filed as active; inconclusive means small, poorly fitted or top-dose-only effect, or effect the other way, or a change in a side signal; the % refers to the signal ratio;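 further: potency means the concentration at half of the fitted maximal effect; plate controls were basal doxycycline-induced cells for no effect and cells given 10 µM MG132 for full effect; MG132 reads +100%, hits lower the ratio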
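TMD8 human ABC-DLBCL cells with doxycycline-inducible IκBα–green luciferase fusion and unfused red luciferase, in 0.5% FBS medium; compounds up to 46 uM, 4 h at 37C. Green/red luminescence ratio, filter-overlap corrected, fitted to concentration-response curves.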
uPA surface inh = qHTS for Inhibitors of Cell Surface uPA Generation | AID 540303, 2011 | hit rate 0.31% among 330,000 | Potency, µM (titrated, usually from 38.3 µM), inactives show at the top dose activity change, negative = inhibition, hits mostly inhibitors | cell surface uPA generation assay, qHTS; active means well fitted inhibition curve with a large enough effect; inconclusive means small, poorly fitted or top-dose-only effect; inactive means no such curve, though single readings can be large or run the other way; tested in mouse RAW 264.7 cells; further: potency means the concentration at half of the fitted maximal effect; nearly all actives have a fitted effect of over 55% in size
Giardia killer = Small Molecules that selectively kill Giardia lamblia: qHTS; Giardia lamblia trophozoite viability; activity change, % at 7.66 µM, hits read low; hit rate 0.15% among 340,000; in the data active means activity change below about -80%; inconclusive means between about -30% and that limit;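 further: parasites exposed to compound for two days anaerobically before the ATP read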
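Giardia trophozoites, 100 cells per well, were exposed to compounds for 48 hrs at 37 deg C under anaerobic conditions; viability was then read as ATP content by bioluminescence after 15-30 min at room temperature.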
FBPA coupling cs = qHTS Assay for Inhibitors of Fructose-1,6-bisphosphate Aldolase from Giardia Lamblia: Coupling assay counterscreen | coupling enzyme system counterscreen, AmpLite Red fluorescence | activity change, negative = inhibition, % at 58.2 µM, hits read low | hit rate 0.67% among 290,000; in the data active means activity change below about -30%
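Counterscreen lacking aldolase: glyceraldehyde-3-phosphate coupling-enzyme reagent preincubated 10 min at RT with compound (at 57.5 uM final), then substrate/coupling system with AmpLite Red added; fluorescence read at 525/598 nm after 20 min RT.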
KCNH2 3.1 inh = qHTS for Inhibitors of KCHN2 3.1: Mutant qHTS; hit rate 0.95% among 340,000; activity change, % (tested at about 1.8 µM); U2OS KCNH2 3.1, thallium flux FluxOr; hits give low values; AID 720553, 2013;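 active means maximum activity change below -70%; inconclusive means maximum activity change from -70% to -50%; inactive means maximum activity change above -50%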;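 further: thallium influx rate constant from kinetic fluorescence after stimulation buffer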
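We transduce U2OS cells with the mutant 3.1 virus, culture them overnight, load FluxOr with Red40 quencher for 45 min, then add stimulation buffer and read kinetically for 2 min to derive a normalized rate constant.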
USP2a inh = qHTS Assay for Inhibitors of Ubiquitin-specific Protease USP2a Using CHOP2 as the Reporter. Ubiquitin carboxyl-terminal hydrolase 2 (Homo sapiens), O75604. USP2 core, Ub-CHOP2 coupled fluorogenic reporter, 485/531. Potency, µM (top dose mostly 38.3 µM), without a hit: top-dose activity change, negative = inhibition, most hits filed as inhibitors. hit rate 0.01% among 330,000. AID 463254, 2010;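 further: potency means the concentration at half of the fitted maximal effect; plate controls were DMSO wells for no effect and full inhibition by NEM control for full effect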
Target sequence (O75604 whole entry, looked up): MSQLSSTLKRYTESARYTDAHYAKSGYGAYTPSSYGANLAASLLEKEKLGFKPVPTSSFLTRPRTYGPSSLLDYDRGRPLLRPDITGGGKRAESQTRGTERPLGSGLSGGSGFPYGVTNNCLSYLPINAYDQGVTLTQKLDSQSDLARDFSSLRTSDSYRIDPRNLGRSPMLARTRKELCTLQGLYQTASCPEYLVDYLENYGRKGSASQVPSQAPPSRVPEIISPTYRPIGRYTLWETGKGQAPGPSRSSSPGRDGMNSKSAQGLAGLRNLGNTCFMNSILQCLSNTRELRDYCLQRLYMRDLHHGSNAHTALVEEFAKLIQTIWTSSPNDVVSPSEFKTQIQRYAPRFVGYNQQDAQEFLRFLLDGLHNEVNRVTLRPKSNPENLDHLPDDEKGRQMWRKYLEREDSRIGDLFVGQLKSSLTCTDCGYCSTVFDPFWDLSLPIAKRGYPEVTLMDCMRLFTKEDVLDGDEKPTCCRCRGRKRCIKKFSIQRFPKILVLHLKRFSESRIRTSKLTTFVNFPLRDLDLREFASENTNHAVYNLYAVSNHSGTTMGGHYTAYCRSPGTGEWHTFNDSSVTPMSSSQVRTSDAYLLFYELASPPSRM
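Cell-free coupled assay: 10nM USP2 core preincubated 30min RT with compound in Tris-HCl pH 8.0/CaCl2/CHAPS buffer, then 25nM Ub-CHOP2 and 25nM reporter substrate; fluorescence (Ex 485/Em 531) read after 60min RT, normalized to NEM inhibition, concentration-response curves fitted.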
B2AR arrestin = qHTS assay of beta-arrestin-biased ligands of beta2-adrenergic receptor; beta-arrestin recruitment to beta2AR, cell-based reporter; Potency, µM (highest dose often 46.1 µM), for inactives: at the top dose activation, hits mostly activators; hit rate 0.02% among 330,000; AID 492947, 2010;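 further: potency means the concentration at half of the fitted maximal effect; 0% = DMSO controls and full agonism = EC100 isoproterenol or metaproterenol; nearly all actives have a fitted effect of over 65% in size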
hERG WT inh = qHTS for Inhibitors of KCHN2 3.1: Wildtype qHTS; U2OS, BacMam KCNH2, thallium flux FluxOr; hits give low values; activity change, % at 1.84 µM; hit rate 0.37% among 340,000;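 active means maximum activity change below -70%; inconclusive means maximum activity change between -70% and -50%; inactive means maximum activity change above -50%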
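U2OS cells were transduced with wild-type KCNH2 virus (2.03 x 10^8 / mL) for 4 h at room temperature, then cultured overnight at 37 C. Thallium flux was read with FluxOr dye. Rate constants were normalized to DMSO controls.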
Active calls of the source: *; u = inconclusive; x = no result given; [ ] = remark or other dose. Unless noted, the call rests on the fitted dose curve; in most records, active means well fitted curve in the direction sought with a large enough effect; inconclusive means small, poorly fitted or top-dose-only effect, or another doubt; inactive means no such curve, though single readings can be large; an effect the other way counts as inactive or inconclusive. Unless noted, on the % scale 0 is the no-effect control and ±100 the full control effect. Not a hit list; any-hit rate near 2.4%.

Each structure is followed by: GALK inhibitor | Eya2 phos inh | PKM2 act | BCR signal inh | uPA surface inh | Giardia killer | FBPA coupling cs | KCNH2 3.1 inh | USP2a inh | B2AR arrestin | hERG WT inh
- CSc1nccc(NC(=O)c2ccc(C(C)(C)C)cc2)n1
 : 1% | -7% | x | 0% | u | -24 | -5 | -24 | 1% | -1.0% | -8
- CCc1nnc(NC(=O)c2ccc(-c3ccc(C(C)=O)cc3)o2)s1
 : x | -8% | x | u | 8% | -27 | x | 0 | -3% | 0.0% | -3
- CC1=CC(c2ccccc2)NC(=S)N1 (stereo unspecified)
 : 1% | 10% | -1% | 9% | 5% | 9 | -2 | 4 | 1% | -0.5% | 2
- COCCNC(=O)c1ccc(NC(=O)C2(c3ccccc3)CCCC2)cc1
 : -1% | -6% | -2% | -2% | 4% | -4 | 0 | 11 | 2% | 0.0% | 2
- CC1Cc2ccccc2N1C(=O)CSc1nnc2sc3ccccc3n12 (stereo unspecified)
 : 5% | 3% | 2% | -24% | 6% | -10 | 0 | -4 | 1% | 0.0% | 1
- COc1ccc(C)cc1S(=O)(=O)Nc1cccc(-c2ccc(N3CCCCCC3)nn2)c1
 : 0% | 2% | x | 6% | u | -13 | x | 5 | 0% | 4.5% | 4
- CC(=O)Nc1ccc(OC(=O)c2cc3cc(Br)ccc3oc2=O)cc1
 : 0% | -5% | -15% | 10% | 5% | -17 | 1 | 10 | 4% | 0.3% | -2
- COc1ccc(NC(=O)C(NC(=O)Cc2cccs2)c2ccccc2)cc1 (stereo unspecified)
 : 0% | 7% | 0% | 5% | 4% | 11 | 0 | -3 | 4% | -0.5% | -4
- CC1CCC/C(=N\NC(=O)Nc2ccccc2)C1 (stereo unspecified)
 : -2% | -3% | -8% | -1% | 0% | 7 | 1 | -10 | 4% | -0.2% | -5
- O=C(COC(=O)c1ccc(S(=O)(=O)N2CCCC2)cc1)Nc1cccnc1Cl
 : 7% | 6% | -4% | -2% | -3% | -6 | 3 | -10 | 1% | 0.1% | 3
- COc1cc2[nH]c(=S)nc(NCc3cccs3)c2cc1OC
 : 10% | 2% | 13% | u | 1% | -10 | 1 | 29 | 2% | -0.3% | -2
- CC1=Nn2c(nnc2-c2cccs2)SC1
 : -1% | 3% | -9% | 11% | -4% | -9 | 1 | 12 | 0% | -0.2% | 10
- COc1ccc(-c2cn(-c3ccc(C)cc3)c(=O)n2CC(=O)Nc2ccc(OC)cc2OC)cc1
 : -1% | -24% | 3% | -15% | 7% | -17 | -1 | -1 | 0% | 0.4% | 1
- CCc1ccc(OCC(O)CN2CCCC2)cc1 (stereo unspecified)
 : -6% | -19% | -1% | -3% | 3% | 9 | 1 | 5 | 0% | -0.8% | 25
- COc1ccc(-c2[nH]ncc2CN(C)Cc2c(C)n[nH]c2C)c(OC)c1
 : 4% | -5% | -2% | 2% | 5% | 3 | -1 | -8 | 3% | -0.1% | -2
- CCc1nnc(NC(=O)COC(=O)c2cc(OC)cc(OC)c2)s1
 : x | -5% | x | -1% | 6% | -10 | x | -5 | 1% | -0.5% | -20
- Cc1ccc(S(=O)(=O)NCCc2ccncc2)cc1
 : -1% | 11% | -6% | 15% | 4% | 3 | -1 | -2 | 2% | -0.2% | -7
- CCOC(=O)N1CCN(c2nc3ccc(C(=O)c4ccccc4)cc3n3cnnc23)CC1
 : -1% | -5% | 7% | u | 0% | 25 | -3 | -1 | 4% | -0.8% | -11
- Cc1ccc(C)c(-c2nnc(NC(=O)COc3ccccc3)o2)c1
 : x | -4% | x | 6% | -3% | 3 | x | 6 | -1% | -0.3% | 1
- COc1ccccc1OCCCC(=O)Nc1ccc2c(c1)OCCO2
 : -3% | -5% | -6% | u | 2% | -15 | x | x | -1% | -0.8% | 8
- CC(=O)/C=C(\C)Nc1c(C)n(C)n(-c2ccccc2)c1=O
 : -3% | 6% | 0% | -6% | 3% | -4 | 4 | -7 | 0% | -0.1% | -2
- COCc1nnc(NC(=O)CCC2CCCCC2)s1
 : 0% | 6% | -1% | u | x | 29 | 0 | -5 | 1% | -0.2% | 1
- CC1(C(=O)NC2CCCCC2)CCC(=O)N1Cc1cccnc1 (stereo unspecified)
 : 2% | 5% | 2% | -4% | -9% | 1 | -1 | -1 | 1% | -0.3% | 0
- COc1ccc(C(C(=O)NC2CCCCC2)N(CC2CCCO2)C(=O)CNC(=O)c2ccco2)cc1 (stereo unspecified)
 : 5% | 11% | -4% | 1% | 13% | -2 | 1 | 17 | 0% | -1.3% | 10
- Cc1ccc(S(=O)(=O)N2CCCCC2CCNC(=O)C(=O)NCCc2ccco2)cc1 (stereo unspecified)
 : x | -16% | x | -8% | 1µM* | -6 | x | -22 | 0% | -0.3% | 6
- Cc1cc(OCc2cccc(Cl)c2)c(C)cc1CN1CCOCC1
 : 0% | -15% | 1% | u | 1% | -10 | 2 | -71* | -1% | -0.6% | 8
- CCN(CC(=O)N1CCCCC1)S(=O)(=O)c1ccccc1
 : -2% | 3% | 1% | -1% | -1% | 20 | 2 | 2 | 2% | -0.9% | -16
- Cc1ccc(C)c(-n2c(-c3csc(C)c3C)n[nH]c2=S)c1
 : 1% | 2% | 0% | u | -2% | -19 | 3 | -5 | 3% | 4.0% | 4
- COCCSc1nnc(NC(=O)C2CCCO2)s1 (stereo unspecified)
 : 7% | 2% | -5% | 9% | -5% | -1 | 5 | -4 | -6% | 0.1% | 2
- C/C(N)=C(/C#N)C(=O)CSc1cc(C)c2cc(C)cc(C)c2n1
 : 0% | -2% | -4% | 0% | -2% | 16 | 0 | 8 | 1% | 0.1% | 1

A draw from above in order of length of the SMILES, high to low.
Each structure is followed by: GALK inhibitor | Eya2 phos inh | PKM2 act | BCR signal inh | uPA surface inh | Giardia killer | FBPA coupling cs | KCNH2 3.1 inh | USP2a inh | B2AR arrestin | hERG WT inh
- COc1ccc(C)cc1S(=O)(=O)Nc1cccc(-c2ccc(N3CCCCCC3)nn2)c1
 : 0% | 2% | x | 6% | u | -13 | x | 5 | 0% | 4.5% | 4
- COc1ccccc1OCCCC(=O)Nc1ccc2c(c1)OCCO2
 : -3% | -5% | -6% | u | 2% | -15 | x | x | -1% | -0.8% | 8
- CC1=CC(c2ccccc2)NC(=S)N1 (stereo unspecified)
 : 1% | 10% | -1% | 9% | 5% | 9 | -2 | 4 | 1% | -0.5% | 2

Returning to the listing with the 2 entries that preceded the break.
Each structure is followed by: GALK inhibitor | Eya2 phos inh | PKM2 act | BCR signal inh | uPA surface inh | Giardia killer | FBPA coupling cs | KCNH2 3.1 inh | USP2a inh | B2AR arrestin | hERG WT inh
- COCCSc1nnc(NC(=O)C2CCCO2)s1 (stereo unspecified)
 : 7% | 2% | -5% | 9% | -5% | -1 | 5 | -4 | -6% | 0.1% | 2
- C/C(N)=C(/C#N)C(=O)CSc1cc(C)c2cc(C)cc(C)c2n1
 : 0% | -2% | -4% | 0% | -2% | 16 | 0 | 8 | 1% | 0.1% | 1
- O=C(O)C1CCC1C(=O)Nc1nc(-c2ccc(Cl)s2)cs1 (stereo unspecified)
 : x | 5% | 7% | 15% | -3% | -16 | 13 | -20 | -1% | -0.6% | -2
- CCOc1ncccc1C(=O)Nc1ccc(S(=O)(=O)Nc2nc(C)cc(C)n2)cc1
 : x | 18% | x | -9% | -4% | 11 | x | 5 | 1% | 0.1% | -10
- CC(C)CNC(=O)CN1C(=O)NC(Cc2c[nH]c3ccccc23)C1=O (stereo unspecified)
 : -7% | 9% | x | -5% | 14% | -15 | 2 | 15 | 1% | 0.5% | -7
- Cc1noc(NC(=O)c2ccc(Cl)cc2)c1Cl
 : -3% | -2% | -2% | u | -3% | 2 | 0 | 9 | -1% | 0.1% | 9
- O=C1C=C(NCc2ccc(Cl)cc2)CC(c2ccco2)C1 (stereo unspecified)
 : 4% | -5%[15.4 µM] | 6% | 6% | -10% | 16 | 5 | -20 | 4% | 0.5% | -13
- COc1ccc(S(=O)(=O)N(C)CC(=O)Nc2ccccc2OC)cc1
 : -1% | -24% | 2% | -1% | x | 5 | -1 | 3 | 4% | -0.2% | -16
